ALOX15B inhib: inhibitors of human 15-lipoxygenase 2 (ALOX15B); O15296; purified 15hLO-2, xylenol orange hydroperoxide absorbance; Potency, µM (highest dose often 57.1 µM), for the others: top-dose activity change, negative = inhibition, actives largely listed as inhibitors; hit rate 0.56% among 110,000; also: potency is read from the fitted curve at half-maximal effect; nearly all actives have a fitted effect of over 60% in size; many of its hits are not listed in these tables
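Purified human 15hLO-2 (50 nM) preincubated 15 min with compound, then 45 uM arachidonic acid for 90 min at RT in 25 mM Hepes pH 7.5, 0.01% Triton X-100. Hydroperoxide detected by Fe-xylenol orange; 573/405 nm absorbance ratio.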
PNC inhibitor: perinucleolar compartment assembly inhibition. PC3M PTB-GFP, PNC prevalence imaging, 16 h; stronger effect = lower value. activity change (PNC), negative = inhibition, % at 10 µM. hit rate 3.1% among 140,000. AID 2417;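 active = readout at or below -70, meaning at least 70% loss of cells showing the perinucleolar compartment, a nuclear body marking cancer cells; inconclusive = readout between -30 and a set limit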;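 also: plate controls were DMSO wells for no effect and camptothecin positive control wells for full effect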
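Read-out is percentage of cells bearing a perinucleolar compartment, from automated 20x imaging of fixed, Hoechst-stained PC3M PTB-GFP cells. Cells were seeded 4 h, then exposed 16 h to compound (23 nl of library stock) in duplicate plates.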
IMPase inh: membrane-permeable compound that blocks inositol monophosphatase | P97697 | CHO-M1 cells, IP1 accumulation, HTRF TR-FRET ratio | inhibition (IP1 accumulation), % at 46.1 µM | 120,000 tested, under 10 active; active = well fitted curve in the direction sought with a large enough effect in the signal ratio, not every such curve was filed as active; inconclusive = small, poorly fitted or top-dose-only effect, or a change in a side signal; inactive = no such curve, though single readings can be large or run the other way; the % refers to the signal ratio;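 also: cells stimulated with carbachol in lithium chloride buffer; plate controls were DMSO basal wells for no effect and reference inhibitor wells for full effect; higher means more IMPase inhibition seen as more IP1 and lower FRET ratio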
Target sequence (P97697 whole entry, looked up): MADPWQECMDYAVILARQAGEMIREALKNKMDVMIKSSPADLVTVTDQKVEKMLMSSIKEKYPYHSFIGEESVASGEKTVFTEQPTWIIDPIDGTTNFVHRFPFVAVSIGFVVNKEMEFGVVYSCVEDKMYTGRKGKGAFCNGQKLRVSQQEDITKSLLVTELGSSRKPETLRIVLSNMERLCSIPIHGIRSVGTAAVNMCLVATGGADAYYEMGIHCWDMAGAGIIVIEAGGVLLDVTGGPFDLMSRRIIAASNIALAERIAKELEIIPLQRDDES
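Elevated IP1 in lysates lowers TR-FRET signal (665/620 ratio and 620 channel reported). Cells were CHO-M1, given carbachol (50 uM as added) plus 50mM LiCl, pH 7.4, 30 min, 37C; compounds titrated up to 46 uM; AC50 by Hill equation.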
12-hLO inh: inhibitors of human 12-lipoxygenase (ALOX12); P18054; purified 12-hLO, xylenol orange hydroperoxide absorbance; Potency, µM (series often up to 57.1 µM), inactives show at the top dose activity change, negative = inhibition, hits mostly inhibitors; hit rate 0.12% among 150,000; AID 1452; also: potency is read from the fitted curve at half-maximal effect; nearly all actives have a fitted effect of over 55% in size; many of its hits are not listed in these tables
Target sequence (P18054 whole entry, looked up): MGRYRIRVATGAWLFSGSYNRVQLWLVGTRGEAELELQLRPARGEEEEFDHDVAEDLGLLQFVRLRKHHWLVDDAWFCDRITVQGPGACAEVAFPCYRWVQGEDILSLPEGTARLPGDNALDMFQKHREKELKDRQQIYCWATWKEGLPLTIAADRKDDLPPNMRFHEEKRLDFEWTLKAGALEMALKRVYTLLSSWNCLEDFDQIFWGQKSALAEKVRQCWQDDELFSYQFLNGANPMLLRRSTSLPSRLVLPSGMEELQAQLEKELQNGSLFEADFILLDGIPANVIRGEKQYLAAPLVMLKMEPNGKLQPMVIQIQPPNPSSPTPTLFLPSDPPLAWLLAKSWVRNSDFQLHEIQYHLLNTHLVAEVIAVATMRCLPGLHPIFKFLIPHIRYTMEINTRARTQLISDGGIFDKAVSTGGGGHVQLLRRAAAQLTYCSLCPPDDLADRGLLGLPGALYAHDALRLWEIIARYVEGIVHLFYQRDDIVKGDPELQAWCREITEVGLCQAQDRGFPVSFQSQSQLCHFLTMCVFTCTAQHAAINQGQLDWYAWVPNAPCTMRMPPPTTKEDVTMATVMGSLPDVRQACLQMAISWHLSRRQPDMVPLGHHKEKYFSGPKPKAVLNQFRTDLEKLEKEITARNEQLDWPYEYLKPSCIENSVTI
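Lipoxygenase turnover measured by absorbance at 573 and 405 nm after Fe-XO development. Human 12hLO 150 nM, arachidonate 40 uM, pH 7.0 Hepes buffer with detergent; 15 min compound preincubation, 30 min reaction.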
The depositor's hits bear a star; [ ] = dose if it differs, or a comment. Unless noted, calls follow the shape of the dose curve; as a rule, active = well fitted curve in the direction sought with a large enough effect; inconclusive = small, poorly fitted or top-dose-only effect, or another doubt; inactive = no such curve, though single readings can be large; an effect the other way counts as inactive or inconclusive. Unless noted, % is scaled to controls: 0 for no effect and ±100 for the full control effect.

Screening Cc1nn(-c2ccc(F)cc2)c(Cl)c1/C=C/C(=O)OCC(=O)Nc1ccc(F)cc1F returned PNC inhibitor 10.2, IMPase inh 16.3 and 12-hLO inh 1.1%.
COc1ccc(Nc2ccc(S(=O)(=O)N3CCCCC3)cc2[N+](=O)[O-])cc1 was read as PNC inhibitor -24.2, IMPase inh -3.6 and 12-hLO inh -2.0%.
For COc1ccc2[nH]cc(CCN=C3SCC(=O)N3C)c2c1 the results were ALOX15B inhib -1.3%, PNC inhibitor -5.6, IMPase inh 4.0 and 12-hLO inh -0.5%.
For C=C(C)C(=O)Nc1ccc(OC(F)(F)C(F)F)c(NC(=O)C(=C)C)c1 the results were ALOX15B inhib 1.0%, PNC inhibitor 42.6, IMPase inh 1.8 and 12-hLO inh -5.1%.
For Cc1cccc(NC(=O)c2cccnc2)c1 the results were ALOX15B inhib 3.6%, PNC inhibitor inconclusive, IMPase inh 5.3 and 12-hLO inh -4.7%.
Cc1ccc(C2NC(=O)c3c(sc(C)c3C)N2)c(O)c1 (configuration not stated) was read as ALOX15B inhib -23.1%, PNC inhibitor 21.8, IMPase inh -0.9 and 12-hLO inh -3.4%.
For Cc1ccc(/C=N/NC(=O)CN2CCN(S(=O)(=O)c3ccc(Br)cc3)CC2)s1 the results were PNC inhibitor 34.0 and 12-hLO inh -6.4%.
CC1CCc2nn(CC(=O)NCCN3CCOCC3)cc2C1 (configuration not stated) was read as ALOX15B inhib -3.0%, PNC inhibitor -82.0*, IMPase inh 9.8 and 12-hLO inh 1.6%.
For O=C(NCCCn1ccnc1)c1nn2c(C(F)(F)F)cc(-c3ccc(Br)cc3)nc2c1Cl the results were PNC inhibitor 32.6 and 12-hLO inh 0.6%.
C=CCN(N=Nc1cccc([N+](=O)[O-])c1)c1cccc([N+](=O)[O-])c1 was read as ALOX15B inhib -5.6%, PNC inhibitor 17.6, IMPase inh 2.9 and 12-hLO inh -7.1%.
`COc1ccc2c(c1)OC13CCCCC1C2C(C(=O)c1ccccc1)C(=O)N3` (configuration not stated) gave ALOX15B inhib -0.5%, PNC inhibitor 16.7, IMPase inh 4.1 and 12-hLO inh -1.3%.
Screening CC1=CC(=C2C(=O)c3ccccc3C2=O)C=C(C)N1C returned ALOX15B inhib -28.5%, PNC inhibitor 87.9, IMPase inh 7.1 and 12-hLO inh -10.6%.
`N#Cc1ccccc1NC(=O)C1CC(=O)N(c2ccc3c4c(cccc24)CC3)C1` (configuration not stated) gave PNC inhibitor -3.9 and 12-hLO inh -3.3%.
`CCn1c(SCC(=O)Nc2ccc3c(c2)OCO3)nc2ccccc21` gave PNC inhibitor inconclusive, IMPase inh 10.7 and 12-hLO inh -5.3%.
For COc1ccc(C2/C(=C(/O)c3ccccc3)C(=O)C(=O)N2CCO)cc1 (configuration not stated) the results were ALOX15B inhib 11.7%, PNC inhibitor 13.5, IMPase inh 1.1 and 12-hLO inh 2.5%.
Screening C#CC(C)(C)NC(=O)CSc1nc2c(c(=O)n(C)c(=O)n2C)n1CCCC returned ALOX15B inhib 5.6%, PNC inhibitor 14.3, IMPase inh -1.6 and 12-hLO inh 1.1%.
CCN(CCNC(=O)CS(=O)(=O)Cc1nc(-c2cccc(OC)c2)oc1C)c1ccccc1 was read as ALOX15B inhib 8.1%, PNC inhibitor inconclusive, IMPase inh 8.1 and 12-hLO inh 0.8%.
Screening CNS(=O)(=O)c1cccc(C(=O)OCC(=O)NCc2ccccc2)c1 returned ALOX15B inhib 3.6%, PNC inhibitor -8.9, IMPase inh 2.3 and 12-hLO inh 4.5%.
`O=C(NCCc1c[nH]c2ccccc12)Nc1cccc2ccccc12` gave ALOX15B inhib 3.0%, PNC inhibitor inconclusive, IMPase inh 7.4 and 12-hLO inh -6.2%.
`COc1ccc(OCCCC(=O)Nc2nnc(C3CCCO3)s2)cc1` (configuration not stated) gave ALOX15B inhib -3.8%, PNC inhibitor 36.0, IMPase inh -9.0 and 12-hLO inh 2.4%.
For COc1cccc(-n2c(CN3CCN(c4ccc(C)cc4)C(C)C3)nc3ccc([N+](=O)[O-])cc3c2=O)c1 (configuration not stated) the results were PNC inhibitor 25.8 and 12-hLO inh -0.3%.
Screening CC(C)N(C(=O)NC(=O)NCC1CCCO1)S(C)(=O)=O (configuration not stated) returned ALOX15B inhib 1.6%, PNC inhibitor -7.9, IMPase inh 10.2 and 12-hLO inh 3.8%.
O=C(Cn1c(=O)oc2cc(S(=O)(=O)N3CCc4ccccc43)ccc21)N1CCCCC1 was read as ALOX15B inhib -6.7%, PNC inhibitor inconclusive, IMPase inh 3.0 and 12-hLO inh -1.8%.
For CCC1S/C(=N/N=C/c2ccco2)NC1=O (configuration not stated) the results were PNC inhibitor -3.5 and 12-hLO inh 3.2%.
Screening O=C(Nc1ccc([N+](=O)[O-])cc1Cl)c1cc(Cl)ccc1O returned ALOX15B inhib 2.4%[25.6 µM], IMPase inh 5.6[20.6 µM] and 12-hLO inh 4.2%.
Cc1noc(C)c1CN(C(=S)NC1CC1)c1ccccc1 was read as PNC inhibitor inconclusive, IMPase inh 8.0 and 12-hLO inh -0.6%.
O=S(=O)(Nc1nc2ccccc2[nH]1)c1ccccc1 was read as ALOX15B inhib 20.5%, PNC inhibitor 6.7, IMPase inh 20.7 and 12-hLO inh 1.9%.
`COc1ccc([N+](=O)[O-])cc1NC(=O)CSCc1ccc(Br)cc1` gave PNC inhibitor 8.9 and 12-hLO inh -1.4%.
`COC(=O)c1cc(NCc2cccs2)ccc1N1CCOCC1` gave ALOX15B inhib -20.4%, PNC inhibitor -21.7, IMPase inh 22.8 and 12-hLO inh -1.5%.
Cc1noc(NS(=O)(=O)c2ccc(NC(=O)c3ccoc3C)cc2)c1C was read as ALOX15B inhib -4.6%, PNC inhibitor -20.4, IMPase inh -0.3 and 12-hLO inh 3.7%.
Screening Cc1cc(NC(=O)CSc2nnc(CNc3ccc(F)cc3)n2C2CCCCC2)no1 returned ALOX15B inhib -12.8%, PNC inhibitor inconclusive, IMPase inh inconclusive and 12-hLO inh -6.7%.
CCOc1ccc(OCC)c(NC(=O)CSc2nc3cccnc3n2C)c1 was read as PNC inhibitor -3.4 and 12-hLO inh -0.3%.
`Cc1ccc(N=Nc2c(O)c3ccccc3[nH]c2=O)c(S(=O)(=O)N(C)C)c1` gave ALOX15B inhib -2.9%[11.4 µM] and 12-hLO inh 4.8%[11.4 µM].
For COc1ccc(OC)c(N(CC(=O)O)S(=O)(=O)c2ccc(OC)c(OC)c2)c1 the results were ALOX15B inhib 0.8%, PNC inhibitor 38.9, IMPase inh 10.6 and 12-hLO inh 1.0%.
For Cc1ccccc1-c1nnc(SCC(=O)Nc2ccc3c(c2)OCCO3)n1N the results were ALOX15B inhib 6.8%, PNC inhibitor -13.3, IMPase inh 3.8 and 12-hLO inh -6.8%.
For CCOC(=O)c1sc(NC(=S)NC(=O)c2ccccc2Cl)c(C(=O)OCC)c1C the results were ALOX15B inhib 5.0%, PNC inhibitor 0.5, IMPase inh 6.4 and 12-hLO inh 0.0%.
`CCC(=O)Nc1c(C#N)c2nc3ccccc3nc2n1-c1ccccc1C` gave PNC inhibitor 4.3, IMPase inh -1.9 and 12-hLO inh -9.4%.
O=C(NCCN1C(=O)C2C3C=CC(C3)C2C1=O)Nc1ccc(Br)cc1 (configuration not stated) was read as ALOX15B inhib 2.3%, PNC inhibitor inconclusive, IMPase inh 6.3 and 12-hLO inh -3.8%.
For CCn1c(SCC(N)=O)nc2c1c(=O)n(C)c(=O)n2C the results were ALOX15B inhib 1.3%, PNC inhibitor 38.9, IMPase inh 0.1 and 12-hLO inh -2.2%.
For O=C(OCn1ncc(Br)c(Br)c1=O)c1ccccc1Cl the results were ALOX15B inhib -12.2%, PNC inhibitor -2.7, IMPase inh inconclusive and 12-hLO inh -1.9%.
For O=C(COC(=O)c1cn(-c2ccccc2)nc1-c1cccs1)NC1CC1 the results were ALOX15B inhib 6.6%, PNC inhibitor 11.6, IMPase inh -2.2 and 12-hLO inh -0.9%.
`Cc1nnc(SCc2c(Cl)cccc2Cl)s1` gave ALOX15B inhib -1.4%, PNC inhibitor inconclusive, IMPase inh -1.8 and 12-hLO inh -1.0%.
`COc1ccc(N2C(=O)CSC2c2cccc(F)c2)c(OC)c1` (configuration not stated) gave ALOX15B inhib -1.7%, PNC inhibitor -3.1, IMPase inh 18.3 and 12-hLO inh -0.2%.
COc1cc2cc(Oc3ccc4ccc(=O)oc4c3)c(=O)oc2cc1OC1OC(COC(=O)CC(C)(O)CC(=O)O)C(O)C(O)C1O (configuration not stated) was read as PNC inhibitor 39.1 and 12-hLO inh -1.3%.
CCCc1nnc(SCC(=O)N2CCOCC2)n1C was read as PNC inhibitor 8.4, IMPase inh 5.4 and 12-hLO inh 0.8%.
`CCOc1cccc(C(=O)Nc2cccc(C(=O)NCC(C)C)c2)c1` gave PNC inhibitor -4.5, IMPase inh 8.4 and 12-hLO inh 0.6%.
For O=C1OCCC1N1C(=O)c2ccccc2S1(=O)=O (configuration not stated) the results were ALOX15B inhib -2.0%, PNC inhibitor 41.4, IMPase inh 3.2 and 12-hLO inh -1.0%.
For COc1ccc(OC)c(N(CC(=O)Nc2cccnc2)S(=O)(=O)c2ccccc2)c1 the results were ALOX15B inhib -4.9%, PNC inhibitor 5.3, IMPase inh 5.1 and 12-hLO inh 1.9%.
For O=C(NC(=O)c1cccc(F)c1)OC[C@@H]1CCCN2CCCC[C@H]12 the results were PNC inhibitor 35.3, IMPase inh 0.1 and 12-hLO inh 1.5%.
`CC(=O)N/C(=C\c1cccc([N+](=O)[O-])c1)C(=O)NC(C)C` gave PNC inhibitor -16.0 and 12-hLO inh 0.1%.
O=C(c1ccc(Cl)s1)N1CCc2ccccc21 was read as ALOX15B inhib -5.1%, PNC inhibitor 26.5, IMPase inh -9.5 and 12-hLO inh -3.4%.
Cc1ccc(NC(=O)c2c(C(F)(F)F)nn(C)c2SCc2ccc(Cl)cc2)cc1C was read as PNC inhibitor 26.5, IMPase inh 19.2 and 12-hLO inh 1.0%.
O=C(c1ccc(N2CCOCC2)nc1)N1CCOCC1 was read as ALOX15B inhib -2.0%, PNC inhibitor -23.0, IMPase inh 6.9 and 12-hLO inh -9.0%.
`COc1ccc(-n2c(C)cc(C(=O)COC(=O)Cc3n[nH]c(=O)c4ccccc34)c2C)cc1` gave PNC inhibitor inconclusive and 12-hLO inh 0.0%.
CCOC(=O)Cn1c(=O)c2c(nc3n2CCN3Cc2ccccc2)n(C)c1=O was read as ALOX15B inhib 6.8%, PNC inhibitor 53.3, IMPase inh -10.3 and 12-hLO inh -1.0%.
For O=C1CCCC2=C1C1(CCCC1)N=C(Nc1nc3ccccc3s1)N2 the results were ALOX15B inhib 21.5%, PNC inhibitor -116.6*, IMPase inh 2.6 and 12-hLO inh -1.9%.

Pulled by compound from the list above (5):
CCOC(=O)Cn1c(=O)c2c(nc3n2CCN3Cc2ccccc2)n(C)c1=O was read as ALOX15B inhib 6.8%, PNC inhibitor 53.3, IMPase inh -10.3 and 12-hLO inh -1.0%.
For O=C(NC(=O)c1cccc(F)c1)OC[C@@H]1CCCN2CCCC[C@H]12 the results were PNC inhibitor 35.3, IMPase inh 0.1 and 12-hLO inh 1.5%.
`CC(=O)N/C(=C\c1cccc([N+](=O)[O-])c1)C(=O)NC(C)C` gave PNC inhibitor -16.0 and 12-hLO inh 0.1%.
O=C(c1ccc(Cl)s1)N1CCc2ccccc21 was read as ALOX15B inhib -5.1%, PNC inhibitor 26.5, IMPase inh -9.5 and 12-hLO inh -3.4%.
`COc1ccc(-n2c(C)cc(C(=O)COC(=O)Cc3n[nH]c(=O)c4ccccc34)c2C)cc1` gave PNC inhibitor inconclusive and 12-hLO inh 0.0%.

High-throughput results deposited in PubChem BioAssay by National Center for Advancing Translational Sciences (NCATS).

Only part of the results is shown; the hit share may differ from the screen's.
